KB-3-1 tox – qHTS assay for MDR1-selective chemotherapeutics: Primary screen using the parental adenocarcinoma cell KB-3-1 | Potency, µM (series often up to 46.1 µM), without a hit: at the top dose activity change, negative = cytotoxic, usual class: cytotoxic | 400,000 compounds, 1.4% hits | AID 1347075, 2019 | KB-3-1 viability, CellTiter-Glo ATP luminescence, 72 h; note: % is set by controls: 0 for no effect and ±100 for the full control effect; nearly all actives have a fitted effect of over 60% in size
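Viability of parental KB-3-1 cells, measured by CellTiter-Glo luminescence, followed a 72 h incubation at 37 °C with pinned compounds in phenol-red-free DMEM containing 10% FBS.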
GLP-1R agonist – qHTS of GLP-1 Receptor Agonists | HEK293 GLP-1R CRE-luciferase, luminescence, 4-6 h; cells express a hypersensitive GLP-1R form | Potency, µM (top dose mostly 45.6 µM), for the others: top-dose activation, hits mostly activators | 380,000 compounds, 0.007% hits | AID 624172, 2012; note: % of control where 0% means no effect
Target sequence (P43220 whole entry, looked up): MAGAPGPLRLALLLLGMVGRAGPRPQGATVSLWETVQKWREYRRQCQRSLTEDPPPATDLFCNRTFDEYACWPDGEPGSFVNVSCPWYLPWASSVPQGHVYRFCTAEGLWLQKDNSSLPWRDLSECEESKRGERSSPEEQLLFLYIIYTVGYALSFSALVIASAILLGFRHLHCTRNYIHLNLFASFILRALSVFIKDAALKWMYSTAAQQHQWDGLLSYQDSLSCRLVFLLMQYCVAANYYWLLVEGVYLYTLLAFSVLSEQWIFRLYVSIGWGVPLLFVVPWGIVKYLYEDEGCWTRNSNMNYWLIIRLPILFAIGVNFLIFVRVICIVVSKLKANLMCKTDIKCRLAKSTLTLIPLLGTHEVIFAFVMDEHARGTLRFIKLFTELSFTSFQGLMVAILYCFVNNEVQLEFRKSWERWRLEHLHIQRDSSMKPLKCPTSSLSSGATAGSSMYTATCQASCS
GLP-1R inv ag – qHTS of GLP-1 Receptor Inverse Agonists (Inhibition Mode) | Glucagon-like peptide 1 receptor (Homo sapiens), P43220 | HEK293 GLP-1R CRE-luciferase, luminescence, 24 h; GLP-1R form is constitutively active | Potency, µM (doses to about 38.3 µM), without a hit: top-dose activity change, negative = inhibition, hits mostly inhibitors | 410,000 compounds, 1.6% hits; note: % is set by controls: 0 for no effect and ±100 for the full control effect; nearly all actives have a fitted effect of over 55% in size
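Cells are plated, allowed 12 hours at 37 deg C, then treated with compounds for 24 hr before luciferase detection reagent is added and luminescence is read after 12 min at room temperature. The HEK293 line carries constitutively active GLP-1R with a cAMP-responsive reporter.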
TDP-43 yeast inh – qHTS of TDP-43 Inhibitors; TDP-43 expressing yeast growth rescue, BacTiter-Glo, 24 h; Potency, µM (doses to about 46.1 µM), without a hit: at the top dose growth rescue (activation), hits mostly activators; 410,000 compounds, 1.8% hits; AID 652104, 2013; note: % of control where 0% means no effect; nearly all actives have a fitted effect of over 50% in size
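Cell-based yeast growth screen: TDP-43 expression induced in galactose, inoculum OD600=0.02 after raffinose pregrowth to mid-log. Read-out BacTiter-Glo luminescence at 24 hr, 30 deg C; inhibition of toxicity seen as signal increase.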
HT1080 IDH1KD tx – qHTS for induction of synthetic lethality in tumor cells producing 2HG: qHTS for the HT-1080-IDH1KD cell line | Potency, µM (series often up to 46.1 µM), for inactives: at the highest dose activity, negative = toxicity, usual class: cytotoxic | 360,000 compounds, 2% hits | HT-1080 IDH1 knockdown viability, ATP luminescence, 48 h;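 note: 0% = DMSO wells and -100% = cell-free medium wells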
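Viability of IDH1-knockdown HT-1080 fibrosarcoma cells was assessed by CellTiter-Glo after 48 h at 37 °C with titrated compound; concentration-effect curves were classified by fit quality and response size.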
SW480 rerep – A quantitative high throughput screen for small molecules that induce DNA re-replication in SW480 colon adenocarcinoma cells | SW480 DNA re-replication, Hoechst DNA content imaging, 48 h | 340,000 compounds, 1.8% hits | Potency, µM (highest dose often 46.1 µM), without a hit: at the highest dose re-replication activation, most hits filed as activators; note: % of control where 0% means no effect; nearly all actives have a fitted effect of over 55% in size
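Compounds, transferred as 23 nL by pin tool, were incubated with cells for 48 hr; DNA content per nucleus was then quantified by Hoechst staining and fluorescence plate imaging.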
GLP1R cytotox – qHTS of GLP-1 Receptor Inverse Agonists: Cytotox Screen; HEK293 cAMP-luciferase reporter cells, luminescence, 24 h; Potency, µM (doses to about 38.3 µM), for inactives: top-dose activity change, negative = inhibition, most hits filed as inhibitors; 410,000 compounds, 0.13% hits; AID 624418, 2012;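 note: loss of luciferase light is scored as toxicity; % is set by controls: 0 for no effect and ±100 for the full control effect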
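Compound-treated cells are incubated 24 hr at 37 deg C under 5% CO2 after a 12 hour attachment period, then luciferase detection reagent is added and luminescence is measured following 12 min at room temperature; lowered signal indicates toxicity.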
HT1080-NT tox – qHTS for induction of synthetic lethality in tumor cells producing 2HG: qHTS for the HT-1080-NT fibrosarcoma cell line; Potency, µM (top dose mostly 46.1 µM), for the others: at the top dose activity, negative = less viability, most hits filed as cytotoxic; HT-1080-NT fibrosarcoma viability, CellTiter-Glo ATP luminescence, 48 h; 360,000 compounds, 1.6% hits;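 note: NT is the 2HG producing partner of a matched IDH1 knockdown line; 0% = DMSO-treated cells and -100% = media-only wells without cells; nearly all actives have a fitted effect of over 55% in size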
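HT-1080-NT fibrosarcoma cells (2HG-overproducing), 750 cells/well in RPMI with 5% FBS, dosed after 2 h and incubated 48 h at 37C. CellTiter-Glo luminescence normalized to DMSO and no-cell wells; concentration-response curves fitted and classed.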
KB-V1 MDR tox – qHTS assay for MDR1-selective chemotherapeutics: Primary screen using the drug-selected MDR subline cells KB-V1; KB-V1 MDR cells viability, CellTiter-Glo, 72 h; Potency, µM (doses to about 46.1 µM), without a hit: at the top dose activity change, negative = cytotoxicity, hits mostly cytotoxic; 400,000 compounds, 3.4% hits; note: % is set by controls: 0 for no effect and ±100 for the full control effect; nearly all actives have a fitted effect of over 60% in size
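qHTS viability screen in drug-selected KB-V1 MDR cells: 72 h compound treatment at 37 degrees C, ATP luminescence end point.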
An asterisk follows results filed as active; ? = inconclusive; . = not tested or not shown; ! = repeats disagree; [ ] = dose if it differs, or a comment. Calls come from the whole dose curve; as a rule, active = well fitted curve in the direction sought with a large enough effect; inconclusive = small, poorly fitted or top-dose-only effect, or another doubt; inactive = no such curve, though single readings can be large; an effect the other way counts as inactive or inconclusive. Potency is the fitted concentration of half-maximal effect. No enrichment for hits. About 9.4% of those tested had a hit in this group.

SMILES	KB-3-1 tox	GLP-1R agonist	GLP-1R inv ag	TDP-43 yeast inh	HT1080 IDH1KD tx	SW480 rerep	GLP1R cytotox	HT1080-NT tox	KB-V1 MDR tox
Cc1ccc(NC(=O)CSc2ccccc2NC(=O)c2cccc(Cl)c2)cc1Cl	-17%	11%	18%	-1%	12%	.	-2%	3%	?
CCCCn1c(=O)nc2n(-c3ccccc3C)c3ccccc3cc-2c1=O	-19%	-1%	-9%	5%	9%	?	104%[activator]	8%	10µM*
COc1ccc(Cl)cc1C(=O)NNC(=O)COC(=O)c1cccs1	.	-1%	-3%	-6%	-13%	9%	-1%	0%	.
CC(=O)Nc1ccc(NS(=O)(=O)c2cc(-c3n[nH]c(=O)c4ccccc34)ccc2C)cc1	-5%	?	65%[activator]	-9%	-9%	-7%	-55%	-19%	?
CC1=CC(C)(C)N(C(=O)c2ccc(F)cc2)c2cc3c(cc21)OCO3	21µM*	-12%	?	5%	4%	14%	-7%	-1%	13µM*
COC(=O)c1cc(OC)c(OC)cc1NC(=O)c1ccccc1C	1%	1%	7%	6%	7%	-1%	-5%	10%	3%
O=C(COC(=O)CCN1C(=O)C2CC=CCC2C1=O)NCCc1ccccc1 (configuration not stated)	23%	-1%	12%	15%	-2%	-2%	7%	1%	7%
COc1cc(NC(=O)COC(=O)CC(NC(C)=O)c2ccccc2)cc(OC)c1 (configuration not stated)	7%	10%	1%	-16%	19%	-1%	-2%	8%	-4%
COc1ccc(/C(CC2OC(=O)c3ccccc32)=N\NC(N)=O)cc1 (configuration not stated)	0%	4%	-5%	6%	3%	-2%	-9%	2%	-1%
COc1ccc(CN(C(=O)Nc2cccc(Cl)c2)c2ccccn2)cc1OC	?	.	?	0%	.	.	3%	.	?

A second format for part of the listing above:
Fields: KB-3-1 tox, GLP-1R agonist, GLP-1R inv ag, TDP-43 yeast inh, HT1080 IDH1KD tx, SW480 rerep, GLP1R cytotox, HT1080-NT tox, KB-V1 MDR tox
CCCCn1c(=O)nc2n(-c3ccccc3C)c3ccccc3cc-2c1=O
  -19%, -1%, -9%, 5%, 9%, ?, 104%[activator], 8%, 10µM*
COc1ccc(Cl)cc1C(=O)NNC(=O)COC(=O)c1cccs1
  ., -1%, -3%, -6%, -13%, 9%, -1%, 0%, .
CC(=O)Nc1ccc(NS(=O)(=O)c2cc(-c3n[nH]c(=O)c4ccccc34)ccc2C)cc1
  -5%, ?, 65%[activator], -9%, -9%, -7%, -55%, -19%, ?
CC1=CC(C)(C)N(C(=O)c2ccc(F)cc2)c2cc3c(cc21)OCO3
  21µM*, -12%, ?, 5%, 4%, 14%, -7%, -1%, 13µM*
COC(=O)c1cc(OC)c(OC)cc1NC(=O)c1ccccc1C
  1%, 1%, 7%, 6%, 7%, -1%, -5%, 10%, 3%

(more compounds)
SMILES	KB-3-1 tox	GLP-1R agonist	GLP-1R inv ag	TDP-43 yeast inh	HT1080 IDH1KD tx	SW480 rerep	GLP1R cytotox	HT1080-NT tox	KB-V1 MDR tox
NNC(=O)c1cccc(COc2cccc(Br)c2)c1	2%	1%	-1%	-5%	-26%	0%	6%	-26%	13%
Cc1ccc(-n2nc(C(=O)NCc3ccc(F)cc3Cl)c3c4ccccc4n(C)c3c2=O)cc1	2%	.	0%	-20%	.	.	3%	.	-2%
CCOC(=O)N1CCN(C(=O)C[C@@H]2C[C@@]3(C(=O)OCC)CCCC=C3N(Cc3ccccc3)C2=O)CC1	1%	.	8%	11%	10%	.	0%	17%	-13%
CC(=O)C1=C(O)CCC1=NCCc1ccccc1	14%	-3%	-7%	-7%	11%	?	-11%	13%	0%
CC1(C)OC2OC(COC(=O)c3ccccc3)C3OC(C)(C)OC3C2O1 (configuration not stated)	3%	-1%	-21%	8%	10%	-3%	1%[1.53 µM]	5%	-11%
Cc1ccc(S(=O)(=O)Nc2ccccc2CNC2CCCCC2)cc1	-2%	18%	-12%	-18%[1.82 µM]	27%	0%	-3%	12%	-21%
COC(=O)CCCC1=CC2=C(c3ccccc3)C(=O)C(C)(OC(=O)C3CCCC3)C(=O)C2=CN1CC1CC1 (configuration not stated)	-17%	27%	28%	-1%	-2%	-5%	-27%	-1%	-2%
COc1ccc2c(CNC3CCC(C)CC3)c(C(=O)O)n(Cc3ccccc3)c2c1 (configuration not stated)	-9%	0%	-18%	13%	.	.	-24%	.	?
Cc1ccc(NC(=O)CN(C)C(C)C(=O)Nc2ccc(S(=O)(=O)N3CCCC3)cc2)cc1 (configuration not stated)	2%	0%	?	15%	0%	14%	-15%	10%	-17%
O=C(Nc1ccc(Cl)cc1)C1CCCC1	2%	-3%	-13%	?	12%	-3%	6%	6%	9%
CCC(=NNC(=O)c1ccc2c(c1)nc(C)n2CC)c1cc(F)ccc1O	?	8%	?	25%	?	?	?	-6%	2.3µM*
O=C(Cn1[nH]c(=O)c2ccccc2c1=O)OCC(=O)c1ccccc1Cl	23%	6%	15%	-9%	-9%	-5%	-3%	-1%	21%
CCOC(=O)c1c[nH]n(-c2ccc(C)cc2)c1=O	7%	-1%	37%[activator]	5%	19%	4%	4%	14%	?
Cc1cccc(-c2nnc(SCCOc3ccc4c(C)cc(=O)oc4c3)o2)c1	12%	2%	-14%	0%	10%	-5%	0%	9%	7%
O=C(CCCOc1ccc(Cl)cc1)N1CCCCCC1	0%	4%	-10%	?	5%	0%	-10%	5%	-10%
CC(C)(C)S(=O)N1Cc2cc(CO)ccc2[C@@H]1CCO (some centres not stated)	0%	-4%	10%	-5%	0%	22%	-7%	1%	0%
O=C(NC(=S)Nc1cc([N+](=O)[O-])ccc1O)c1cccnc1	?	-8%	?	0%	-10%	-2%	?	-11%	-19%
CCOc1ccc(NC(=O)CCC(=O)NNC(=O)c2cccc([N+](=O)[O-])c2)cc1	1%	13%	6%	-1%	1%	-37%[inhibitor]	-3%	?	0%
CCOC(=O)N/N=C/c1ccc(N(CC)CC)cc1O	21µM*	5%	-22%	17%	9.2µM*	16µM*	?	?	?
CCC(C)(C)n1nnnc1CN1CCSCC1	-4%	1%	6%	-17%	13%	5%	47%[activator]	5%	2%
Cc1cc(NC(=O)CSc2nnc(-c3cccnc3)n2C)no1	0%	-5%	6%	8%	5%	-15%	6%	7%	19%
CCOC(=O)C1(CCOC)CCN(C2C3CC4CC(C3)CC2C4)CC1 (configuration not stated)	-28%	5%	-20%	13%	3%	-44%	1%	4%	-2%
Cc1c(N/C(=N/S(=O)(=O)c2cc([N+](=O)[O-])ccc2Cl)c2ccccc2)c(=O)n(-c2ccccc2)n1C	-2%	-1%	-3%	4%	10%	-8%	-10%	10%	-3%
N#Cc1ccc(Cl)cc1NC(=O)CNc1cccc(S(=O)(=O)N2CCCC2)c1	-25%	5%	-13%	-12%	-19%	?	-9%	-17%	?
O=C(CNS(=O)(=O)c1cccc2nsnc12)NC1CCCCC1	10%	1%	3%	5%	14%	0%	-10%	12%	1%
CC(=O)Oc1ccccc1N1C(=O)c2ccc(C(=O)O)cc2C1=O	1%	-4%	-1%	-22%	-1%	5%	0%	-4%	-2%
O=S(=O)(c1cccc(COc2ccc(Cl)cc2Cl)c1)N1CCOCC1	?	17%	?	?	-4%	-8%	4%	0%	?
Cn1c(CCNS(=O)(=O)c2ccc(F)cc2)nnc1SCc1cccnc1	-5%	3%	2%	14%	2%	1%	5%	-3%	2%
CN(CC(=O)Nc1cccc(F)c1)C(=O)CCc1nc2cc(S(=O)(=O)N3CCOCC3)ccc2n1C	-5%	0%	1%	11%	12%	-6%	4%	6%	0%
c1ccc(N=NN2CCOCC2)cc1	3%	-9%	-28%	4%	1%	.	2%	2%	1%
COc1cc(CNC(=O)c2ccc3c(c2)S(=O)(=O)c2ccccc2C3=O)cc(OC)c1	-12%	-4%	51%[activator]	-1%	3%	-9%	3%	3%	14%
O=C(CSc1ncnc2sc3c(c12)CCCCC3)NCc1ccco1	7.3µM*!	22%	?	5%	16µM*	?	-8%	?	?
CCOC(=O)C1CCCCN1Cc1cn[nH]c1-c1ccc(F)cc1F (configuration not stated)	1%	-6%	5%	-3%	9%	-4%	4%	-4%	5%
CC(C)c1c(C(=O)N/N=C/c2ccc(C(F)(F)F)cc2)nnn1-c1nonc1N	?	-10%	?	-1%	26µM*	26%	-24%	?	-14%
CC1(C(=O)Nc2cccc3cccnc23)CCN1Cc1cccc2c1OCO2 (configuration not stated)	?	-8%	?	25%	?	.	-21%	6.5µM*	?
O=C(CCN1C(=O)/C(=C/c2ccc(F)cc2)SC1=S)NCCCn1ccnc1	2%	0%	-6%	15%	1%	-9%	-27%	1%	9%
O=C(COC(=O)COc1ccc2ccccc2c1)NC1CCCc2ccccc21 (configuration not stated)	2%	1%	0%	-8%	6%	-11%	-6%	8%	14%
CNC(=S)NNC(=O)c1sccc1C	12%	-1%	11%	13%	9%	-1%	0%	12%	-7%
COc1cccc(NC(=O)CSc2nc(-c3ccccc3)nc3c2Cc2cc(Cl)ccc2O3)c1	5%	.	1%	?	.	.	-2%	.	0%
C/C(=N\Nc1ccc([N+](=O)[O-])cc1[N+](=O)[O-])c1ccc(-n2nncc2C(C)(C)C)cc1	19%	1%	?	9%	-3%	-10%	?	-4%	?
CNC(=O)C12N=CNN=C1N(C)C(=O)N2C (configuration not stated)	12%	-1%	15%	-10%	?	3%	-4%	16%	-4%
FC(F)(F)c1nc2ccccc2n2c(-c3ccc(Cl)cc3Cl)nnc12	18µM*	-7%	?	9%	?	?	1%	?	?
COc1cc(/C=C/C(=O)N2CCN(c3n[nH]c(=O)[nH]c3=O)CC2)cc(OC)c1OC	15%	1%	-4%[7.66 µM]	-11%	18%	5%	3%[7.66 µM]	-4%	-5%
